Screens deposited in PubChem BioAssay by several laboratories.
LAP4 TOR yeast: yeast TOR pathway LAP4-GFP modulation; AID 2023; S. cerevisiae LAP4-GFP multiplex, flow cytometry GFP, 3 h; median GFP as percent of DMSO wells; GFP response vs DMSO, % at 10 µM; 0.34% of 320,000 active;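 active means GFP response vs DMSO above a set limit, about the screen mean plus 3 SD, cut at about 150% in these data; inconclusive means under 70 cell events counted for the yeast strain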
AHR act: human AHR activation; AHR-responsive luciferase reporter cells, luminescence; activation, % at 5 µM; 2.5% of 320,000 active; AID 2796; in the data active means activation above about 47%;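 further: 0% = vehicle wells and 100% = reference agonist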
proCasp3 act: procaspase-3 (human) activation; recombinant procaspase-3 D3A, Ac-DEVD-pNA absorbance 405 nm; activation, % at 8.5 µM; 0.11% of 330,000 active; AID 463141;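 active means activation above the mean of all tested compounds plus 3 SD, cut at about 21% in these data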;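 further: 0% = DMSO alone and 100% = DMSO wells spiked with extra 5 µM PC-3 D3A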
Target sequence (P42574 whole entry D9A/D28A/D175A): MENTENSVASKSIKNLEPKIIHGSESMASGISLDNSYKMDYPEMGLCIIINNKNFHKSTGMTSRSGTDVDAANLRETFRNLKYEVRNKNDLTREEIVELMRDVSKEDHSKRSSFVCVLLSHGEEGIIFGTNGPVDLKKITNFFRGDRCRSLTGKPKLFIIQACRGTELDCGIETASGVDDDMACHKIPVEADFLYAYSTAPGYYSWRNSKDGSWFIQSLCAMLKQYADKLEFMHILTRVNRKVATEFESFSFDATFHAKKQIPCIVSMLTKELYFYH
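Assay system: Autoprocessing-dead procaspase-3 D3A mutant enzyme; also added: Ac-DEVD-pNA; doses: one concentration, 8.5 µM nominal, 0.8% DMSO; times: 1 h compound preincubation, 2 h substrate hydrolysis at 25 °C; technique: 405 nm absorbance of p-nitroaniline, reads at 0 and 120 min; measure: % activation between DMSO and enzyme-spiked controls; repeats: single replicate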
RPL19A-GFP yeast: modulators of TOR pathway RPL19A-GFP in S. cerevisiae; S. cerevisiae RPL19A-GFP strain, flow cytometry, 3 h; stronger effect = lower value; percent response vs DMSO, % at 10 µM; 0.3% of 330,000 active;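 active means percent response vs DMSO below 50%; inconclusive means fewer than 70 events counted for the yeast strain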;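 further: median channel GFP fluorescence of the barcoded RPL19A-GFP strain; ratio of sample median GFP to plate DMSO average so 100% = DMSO; lower means less RPL19A-GFP as with rapamycin TOR inhibition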
MEP2-GFP yeast: yeast TOR pathway MEP2-GFP modulation; GFP response vs DMSO, % at 10 µM; S. cerevisiae MEP2-GFP strain, flow cytometry GFP, 3 h; 100% = DMSO control level; 0.51% of 330,000 active;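 active means GFP response versus DMSO above a set limit, roughly screen mean plus 3 SD, cut at about 180% in these data; inconclusive means fewer than 70 cells counted for a yeast strain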;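 further: median GFP fluorescence of the barcode-gated MEP2-GFP cells per well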
procasp7 counter: counter-screen for procaspase-3 activators: activators of human procaspase-7; AID 463210; recombinant procaspase-7, Ac-DEVD-pNA absorbance 405 nm; D23A/D198A/D206A triple mutant, cannot self-cleave; scale: DMSO 0, 5 µM enzyme 100; activation, % at 8.5 µM; P55210; 0.093% of 330,000 active;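 active means percent activation above the screen-wide mean plus 3 SD, cut at about 25% in these data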
Target sequence (P55210 whole entry D23A/D198A/D206A): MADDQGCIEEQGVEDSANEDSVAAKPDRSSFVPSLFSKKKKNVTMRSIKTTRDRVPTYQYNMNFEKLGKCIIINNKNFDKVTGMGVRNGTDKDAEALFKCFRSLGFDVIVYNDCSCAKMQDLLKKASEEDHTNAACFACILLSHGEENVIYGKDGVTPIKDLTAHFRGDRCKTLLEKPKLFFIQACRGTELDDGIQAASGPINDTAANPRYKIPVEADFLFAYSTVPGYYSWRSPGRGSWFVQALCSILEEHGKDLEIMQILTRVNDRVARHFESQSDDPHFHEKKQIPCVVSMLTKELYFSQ
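Assay system: Uncleavable procaspase-7 mutant enzyme | Input: 2 µM procaspase-7 mutant as dispensed | Timing: 1 h compound preincubation, 2 h substrate cleavage, 25 °C | Repeats: One well per compound | Control set: DMSO wells as 0%, DMSO with 5 µM added PC-7 as 100% | Technique: Epi-absorbance of released pNA at 405 nm, two timepoints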
CIT2 TOR yeast: alters CIT2-GFP fluorescence in TOR pathway yeast screen; S. cerevisiae CIT2-GFP strain, flow cytometry, 3 h; 100 means same as DMSO wells; GFP response vs DMSO, % at 10 µM; 0.065% of 320,000 active; AID 2029;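 active means GFP response relative to DMSO above a set limit, near the screen mean plus 3 SD, cut at about 150% in these data; inconclusive means Fewer than 70 cells measured for a yeast strain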;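 further: ratio of well median GFP fluorescence to mean of DMSO wells on the plate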
AGP1 TOR yeast: alters AGP1-GFP fluorescence in TOR pathway yeast screen; S. cerevisiae AGP1-GFP multiplex flow cytometry, 3 h; GFP as percent of DMSO wells; GFP response vs DMSO, % at 10 µM; 0.02% of 320,000 active;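 active means GFP response relative to DMSO above a set limit, near screen average plus 3 SD, cut at about 150% in these data; inconclusive means fewer than 70 cells counted for the yeast strain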;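 further: median GFP channel fluorescence of the gated AGP1 strain per well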
Starred values were filed as active, the others as inactive; u = inconclusive; x = no result given; + = active, no number; [ ] = another dose, or the depositor's remark.

The first 4 compounds (preview)
Order of results: LAP4 TOR yeast	AHR act	proCasp3 act	RPL19A-GFP yeast	MEP2-GFP yeast	procasp7 counter	CIT2 TOR yeast	AGP1 TOR yeast
- O=C(O)c1ccc2c(=O)n3c(nc2c1)/C(=C/c1ccc(Cl)c([N+](=O)[O-])c1)CC3
  86	-1	4	100	103	-2	96	96
- C=CCn1c(SCC(=O)NC2CCS(=O)(=O)C2)nc2sc(CC)cc2c1=O (configuration not stated)
  98	1	5	101	106	6	106	102
- Cc1nn(C)cc1/C=C/C(=O)c1ccc(O)cc1
  92	-2	-4	97	105	9	95	96
- O=C(CCn1nc(-c2ccc(Cl)cc2)c2ccccc2c1=O)NCC1CCCO1 (configuration not stated)
  108	-1	0	102	104	9	94	101

Results, repeating the preview:
Order of results: LAP4 TOR yeast	AHR act	proCasp3 act	RPL19A-GFP yeast	MEP2-GFP yeast	procasp7 counter	CIT2 TOR yeast	AGP1 TOR yeast
- O=C(O)c1ccc2c(=O)n3c(nc2c1)/C(=C/c1ccc(Cl)c([N+](=O)[O-])c1)CC3
  86	-1	4	100	103	-2	96	96
- C=CCn1c(SCC(=O)NC2CCS(=O)(=O)C2)nc2sc(CC)cc2c1=O (configuration not stated)
  98	1	5	101	106	6	106	102
- Cc1nn(C)cc1/C=C/C(=O)c1ccc(O)cc1
  92	-2	-4	97	105	9	95	96
- O=C(CCn1nc(-c2ccc(Cl)cc2)c2ccccc2c1=O)NCC1CCCO1 (configuration not stated)
  108	-1	0	102	104	9	94	101
- CC1CC(C)CN(C(=O)CN2C(=O)NC3(CCCCCC3)C2=O)C1 (configuration not stated)
  104	-1	2	103	110	-1	112	105
- CC1(C)Cc2nc3sc4c(N(CCO)CCO)nnnc4c3cc2CO1
  103	18	1	106	106	9	104	102
- Cc1cc(C)c2c(CN3CCC(C)CC3)cc(=O)oc2c1C
  x	11	8	85	92	4	81	86
- COC(=O)CSc1nnc(-c2ccccn2)n1Cc1ccco1
  103	1	-5	104	106	1	107	105
- COc1ccc(NC(=O)NC2(C(=O)N3CCCC(C)C3)CCCCC2)cc1 (configuration not stated)
  96	1	6	105	102	2	106	106
- N#C/C(=C/c1cn(-c2ccccc2)nc1-c1cccc(S(=O)(=O)N2CCOCC2)c1)C(=O)NCc1ccco1
  89	-1	7	101	105	2	99	99
- C=C(C)C1CC=C(CN2CCC(O)CC2)CC1 (configuration not stated)
  97	-2	-2	101	101	8	103	105
- COCCNC(=S)N1CCc2cc(OC)c(OC)cc2C1COc1ccc(C(C)C)cc1 (configuration not stated)
  89	20	-6	99	97	5	95	94
- C=CCn1c(Sc2nnc(C)s2)nc2c1c(=O)[nH]c(=O)n2C
  85	3	1	98	95	9	97	96
- CCn1c(CNC(=O)C2CCCCC2)cc2ccccc21
  100	3	-3	100	98	3	98	99
- O=C(c1ccc(Cl)c(S(=O)(=O)N2CCCCC2)c1)N1CCCCC1
  87	5	0	112	110	-5	x	99
- COC(=O)[C@]1(Cc2ccccc2)N[C@H](CN(C)C(=O)NC(C)C)[C@@H]2C(=O)N(Cc3ccccc3)C(=O)[C@@H]21
  81	1	3	84	87	0	78	79
- Cc1ccccc1OCC(=O)N/N=C/c1cccn1C
  94	4	-3	99	99	4	x	96
- O=C(NCC(c1ccco1)N1CCN(c2ccccc2)CC1)C(=O)NC1CC1 (configuration not stated)
  99	1	-2	101	103	8	104	104
- Cc1ccc2c(c1)N(CCCC(=O)NCc1cccnc1)C(=O)CO2
  109	3	-1	103	107	7	105	107
- O=C(COc1ccc(Cl)cc1)NN=C1CCCCCCC1
  112	1	14	104	101	-11	105	104
- CC(C)(C)c1nc2cc(Cl)c([N+](=O)[O-])cc2o1
  103	0	8	97	u	5	84	95
- COc1ccc(CCNC(=O)CCS(=O)(=O)Cc2ccccc2C)cc1OC
  97	1	-4	105	111	-15	100	99
- O=C(O)COc1ccc(/C=N/O)cc1Br
  93	4	-2	102	98	0	100	103
- CCC(C)n1c(SCC(=O)Nc2cc(C)on2)nc2ccccc2c1=O (configuration not stated)
  106	3	3	106	91	5	89	100
- COc1cccc(C2=NOC(C(=O)NC3CCCCC3)C2)c1 (configuration not stated)
  104	1	6	99	98	4	104	102
- Cc1cccc(NC(=S)NC2CC3CCCC(C2)N3Cc2ccco2)c1 (configuration not stated)
  91	1	4	97	94	-7	101	98
- CC(NC(=O)/C(C#N)=C/c1ccc([N+](=O)[O-])o1)c1ccccc1 (configuration not stated)
  895*[may fluoresce violet]	-1	-11	203[may fluoresce violet]	+[may fluoresce violet]	-20	u	150[may fluoresce violet]
- CCOC(=O)Cc1csc(N(C)C)n1
  100	3	-5	109	105	7	101	102
- CCOC(=O)C1CCCN(c2c(NCCN(CC)c3ccccc3)c(=O)c2=O)C1 (configuration not stated)
  114	3	9	103	100	4	103	103
- Cc1ccc(NC(=O)CCc2c(C)nc3ncnn3c2C)nc1
  99	-3	5	100	99	8	98	101
- CCOC(=O)c1ccc(N2C(=O)C(C)=C(C)C2=O)cc1
  110	-5	3	100	98	4	92	96
- CN1C(=O)N(CC(=O)N2CCN(S(=O)(=O)/C=C/c3ccccc3)CC2)C(=O)C12CCCCC2
  101	1	6	93	97	-5	81	95
- Cc1cccc(OCCNC(=O)CCc2ccccc2)c1
  113	0	-10	96	98	-7	89	117
- Cc1sc(NC(=O)CN2CCCC2)nc1-c1ccc2c(c1)CCN2C(=O)c1ccc(F)cc1
  94	1	0	105	108	3	106	94
- CCOc1ccccc1NC(=O)c1cc(CC(C)C)oc1C
  95	45	1	104	102	0	98	102
- COc1ccc(C2=CC(c3c(C)nn(-c4ccccc4)c3Cl)n3nnnc3N2)cc1OC (configuration not stated)
  98	3	1	100	103	-2	98	105
- CC1CN(CC(O)COCc2ccc3c(c2)OCO3)CC(C)O1 (configuration not stated)
  87	-2	8	103	99	16	101	96
- O=C(COc1ccc(Cl)cc1Br)NC1CC1
  101	1	-2	94	95	-7	92	93
- Cc1ccc2oc(C(=O)N3CCC(C(N)=O)(N4CCCCC4)CC3)c(C)c2c1
  93	2	-1	96	91	0	98	97
- COc1ccc(-c2nnc3ccc(SCc4ccccc4)nn23)cc1
  122	23	2	97	97	11	101	90
- CCCNC(=O)NC(=O)COC(=O)c1ccc(S(=O)(=O)N(C)c2ccccc2OC)cc1
  98	0	11	96	98	1	100	95
- CN(C)CCNc1nc2sc3c(c2c(=O)n1-c1ccccc1)CCCCC3
  94	0	0	96	92	4	96	103
- O=C(N/N=C/c1ccc(N2CCOCC2)cc1)c1ccc(NS(=O)(=O)c2cccs2)cc1
  95	12	-4	101	100	-4	88	94
- Cc1cc(C)nc(Nc2ncc(O)n2-c2ccccc2)n1
  99	90*	-2	96	96	-1	88	93
- COc1cc(C(=O)NC23CC4CC(CC(C4)C2)C3)cc(OC)c1OC
  97	x	x	99	106	x	102	99
- O=C(O)c1nn(Cc2csc(-c3ccccc3)n2)c(=O)c2ccccc12
  104	2	-4	106	109	-3	113	102
- N#C/C(=C\c1ccc[nH]1)C(=O)Nc1ccccc1Cl
  85	96*	5	103	96	3	89	91
- COC(=O)C1=CN(Cc2ccc(OC)c(OC)c2)C=C(C(=O)OC)C1c1ccccc1F
  97	x	x	103	108	x	100	102
- Cc1cccc2sc(NNC(=O)c3ccc(S(=O)(=O)N4CCCC(C)C4)cc3)nc12 (configuration not stated)
  97	21	-9	101	96	-26	92	91
- O=C(O)c1ccc(-c2nnc(-c3cccc(Br)c3)o2)cc1
  105	x	x	102	113	x	97	87
- Cc1ccccc1N1CCN(C(=O)c2ccccc2NC(=O)/C=C\C(=O)O)CC1
  107	3	-10	96	96	-4	98	99
- COc1ccccc1CNCc1cc(OC)c(OC)c(OC)c1
  112	-1	-1	97	105	0	104	105
- CC(Oc1ccc2ccccc2c1)C(=O)N/N=C/c1cccnc1 (configuration not stated)
  97	9	10	100	102	-4	97	97
- CCOc1ccc2nc(NCCNC(=S)NCCCN(C)C)c(C#N)cc2c1
  91	8	-3	89	123	-1	89	24
- COc1ccc(-n2c(SCC(=O)N/N=C(\C)c3cccnc3)nc3ccccc3c2=O)cc1
  109	2	-7	100	100	1	108	114
- O=C(NCc1cccs1)C1CCC(CNS(=O)(=O)c2cccs2)CC1 (configuration not stated)
  107	2	4	100	112	14	102	102
- C/C(N)=C(/C#N)C(=O)CSc1nnc(NC(C)C)s1
  99	2	6	98	100	-4	101	101
- CCC(CO)Oc1cc(NC(=O)c2ccc([N+](=O)[O-])cc2)c2ncn(C(C)C)c2c1 (configuration not stated)
  114	-1	1	107	106	9	110	114
- O=C(O)CCCN1C(=O)C(=O)/C(=C(/O)c2ccccc2)C1/C=C/c1ccccc1 (configuration not stated)
  97	1	-13	100	101	-28	103	103
- Cn1cnnc1SCC(=O)c1ccc2c(c1)CCCC2
  105	8	1	95	96	2	91	95

(next part)
Order of results: LAP4 TOR yeast	AHR act	proCasp3 act	RPL19A-GFP yeast	MEP2-GFP yeast	procasp7 counter	CIT2 TOR yeast	AGP1 TOR yeast
- CC(=O)CSc1ccc(-c2nc3cc(C)c(C)cc3[nH]2)cn1
  94	7	4	104	98	1	79	104
- COc1ccc(CNC(=O)CNS(=O)(=O)c2ccc(Cl)cc2)cc1
  88	-3	5	108	95	3	111	99
- C=CCN(C(=O)CCC(=O)O)C1CC(=O)N(c2ccc(OCCC)cc2)C1=O (configuration not stated)
  97	6	-13	98	96	-3	103	101
- O/N=C1\CCCc2c1nc(-c1ccccc1F)n2O
  102	5	4	97	92	4	93	98
- CC1=C(C(N)=O)C(c2ccccc2F)NC(=O)N1 (configuration not stated)
  95	10	-2	99	105	3	104	105
- O=C(Nc1cc([N+](=O)[O-])ccc1Cl)C(Sc1ccccc1)c1ccccc1 (configuration not stated)
  94	5	-1	100	90	8	90	92
- O=C(COc1ccc(Cl)cc1)N1CCCCC1
  112	2	-10	100	118	5	108	102
- CNS(=O)(=O)c1ccc(N2CCCC2)c([N+](=O)[O-])c1
  94	2	2	97	98	0	89	102
- Fc1ccc(-c2ccnc3nc(N4CCOCC4)nn23)cc1
  101	19	1	100	103	3	92	96
- COc1cccc(N2CC(C(=O)Nc3ccc(F)cc3)CC2=O)c1 (configuration not stated)
  93	1	-1	99	100	-4	96	97
- CCC1Oc2ccc(C)cc2N(CC(=O)NCCN2C(C)CCCC2C)C1=O (configuration not stated)
  106	-5	7	100	111	3	104	100
- NNC(=O)c1[nH]c(-c2ccccc2)cc1-c1ccccc1
  94	10	-10	100	110	-15	102	96
- CC1(C)CC(NC(=O)Cc2ccc(Cl)cc2)CC(C)(C)N1
  89	1	-3	111	109	-6	110	105
- CCC1CCCCN1CCCNC(=O)c1cn(CC(C)C)c(=O)c2cc(OC)c(OC)cc12 (configuration not stated)
  108	1	7	105	106	-1	105	107
- CC(=O)NS(=O)(=O)c1ccc(NC(=O)CCC(=O)Oc2ccc(C)cc2)cc1
  96	1	0	104	108	-7	104	111
